Compound activity as filed in PubChem BioAssay.
GALK inhibitor – blocks human galactokinase activity; P51570; Purified GALK, Kinase-Glo residual ATP luminescence; Potency, µM (highest dose often 57.5 µM), inactives show top-dose activity change, negative = inhibition, actives largely listed as inhibitors; 0.007% of 270,000 active; further: potency means the concentration at half of the fitted maximal effect; on the % scale 0 is the no-effect control and ±100 the full control effect
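ATP-depletion format; final 35 uM ATP, 100 uM D-galactose, 5 nM enzyme; pH 8.0 HEPES/Mg2+ buffer; 60 min RT; luminescence read 10 min after detection reagent.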
Mito fusion yeast – mitochondrial division inhibition or fusion activation | AID 485298 | S. cerevisiae fusion-defective mutant growth rescue, CellTiterGlo 48 h | 0.23% of 320,000 active | Potency, µM (highest dose often 46.1 µM), for the others: top-dose growth rescue (activation), hits mostly activators;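 further: potency means the concentration at half of the fitted maximal effect; % of control where 0% means no effect; nearly all actives have a fitted effect of over 45% in size; temperature-sensitive fusion mutants such as fzo1-1 at 37 °C on non-fermentable ethanol glycerol medium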
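Temperature-sensitive fusion-defective S. cerevisiae (e.g. fzo1-1, mgm1-5) were grown with compound in YPEG medium (3% ethanol, 3% glycerol) for 48 hours at 37C. Growth rescue was measured as viability by CellTiterGlo luminescence after 10 minutes at ambient.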
MBNL1 CUG block – MBNL1-poly(CUG) RNA binding inhibition | Potency, µM (doses to about 57.5 µM), inactives show at the top dose activity change, negative = inhibition, actives largely listed as inhibitors | AID 2675 | Q9NR56 | TR-FRET MBNL1-His/biotin-(CUG)12 binding, 665/545 ratio | 0.036% of 280,000 active; active means well fitted inhibition curve with a large enough effect in the signal ratio, with a control signal flat, not every such curve was filed as active; inconclusive means small, poorly fitted or top-dose-only effect, or effect the other way, or a change in a side signal; inactive means no such curve, though single readings can be large or run the other way; the % refers to the signal ratio; further: potency means the concentration at half of the fitted maximal effect; on the % scale 0 is the no-effect control and ±100 the full control effect
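MBNL1-His + Biotin-(CUG)12, cpd titration 92 nM–58 uM; Tb anti-His Ab 0.055 ng/ul, SA-XL665 5 nM (final); 60 min RT; ratiometric 665/545 nm, Ex 340 nm; normalized to buffer and full-complex controls.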
Menin MLL FP TR – inhibitors of human menin-MLL interaction, mutant MLL peptide. 0.23% of 270,000 active. AID 1768. Potency, µM (series often up to 61.6 µM), without a hit: at the top dose FP activity change, negative = inhibition, actives largely listed as inhibitors. Menin + Texas Red MLL mutant peptide, fluorescence polarization; active means well fitted inhibition curve with a large enough effect in the polarisation, with a control signal flat, not every such curve was filed as active; inconclusive means small, poorly fitted or top-dose-only effect, or effect the other way, or a change in a side signal; inactive means no such curve, though single readings can be large or run the other way; the % refers to the polarisation; further: potency means the concentration at half of the fitted maximal effect; % of control where 0% means no effect; many of its hits are not listed in these tables
PKM2 activator – PKM2 (human) enzyme activation. purified PKM2, Kinase-Glo ATP luminescence, activation; response scale: 0% is enzyme alone, no compound. AID 1631. 0.34% of 260,000 active. Potency, µM (doses to about 57.5 µM), inactives show top-dose activation, most hits filed as activators. P14618; further: potency means the concentration at half of the fitted maximal effect; on the % scale 0 is the no-effect control and ±100 the full control effect; nearly all actives have a fitted effect of over 55% in size
Target sequence (P14618 whole entry, looked up): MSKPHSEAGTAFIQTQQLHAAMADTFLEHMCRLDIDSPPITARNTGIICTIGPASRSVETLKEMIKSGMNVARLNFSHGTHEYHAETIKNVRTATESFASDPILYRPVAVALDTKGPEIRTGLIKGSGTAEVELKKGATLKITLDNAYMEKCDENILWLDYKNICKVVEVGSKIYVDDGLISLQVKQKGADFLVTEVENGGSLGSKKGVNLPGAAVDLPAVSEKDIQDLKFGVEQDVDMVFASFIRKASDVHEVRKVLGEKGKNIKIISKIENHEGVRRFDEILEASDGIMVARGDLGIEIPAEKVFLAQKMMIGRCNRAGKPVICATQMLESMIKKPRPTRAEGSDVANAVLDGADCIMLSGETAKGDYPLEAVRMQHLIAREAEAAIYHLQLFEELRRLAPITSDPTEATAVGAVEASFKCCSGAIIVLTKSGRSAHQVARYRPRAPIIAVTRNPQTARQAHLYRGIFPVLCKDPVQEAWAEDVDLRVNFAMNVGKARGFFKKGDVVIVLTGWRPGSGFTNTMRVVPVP
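Purified hPK-M2 (>95% pure) converted ADP (0.1 mM final) to ATP with 0.5 mM PEP in 50 mM imidazole pH7.2, KCl, MgCl2, Tween 20, BSA; 1 h at room temperature. ATP detected by Kinase-Glo luminescence.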
TSHR antagonist – human thyrotropin receptor antagonism | P16473 | TSHR-expressing cells, TSH-stimulated cAMP HTRF, 2 h; hits give low values | activity change, negative = inhibition, % at 11.5 µM | 0.2% of 330,000 active | AID 504810;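 active means activity change below a set negative limit, meaning inhibition stronger than a set level, cut at about -70% in these data; inconclusive means activity change between two set negative limits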; further: on the % scale 0 is the no-effect control and ±100 the full control effect
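TSHR-expressing cells were treated with compounds, then stimulated with TSH at EC80 (4nM final) for 2 hours at 37 deg C. Cellular cAMP was measured by HTRF competition between lysate cAMP and cAMP-d2 for a cryptate-labelled anti-cAMP antibody.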
USP2a inh – USP2a (human) protease inhibition. USP2 core, Ub-CHOP2 coupled fluorogenic reporter, 485/531. O75604. Potency, µM (titrated, usually from 38.3 µM), without a hit: at the top dose activity change, negative = inhibition, actives largely listed as inhibitors. AID 463254. 0.01% of 330,000 active;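 further: potency means the concentration at half of the fitted maximal effect; plate controls were DMSO wells for no effect and full inhibition by NEM control for full effect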
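USP2 core (10nM final) preincubated 30min RT with compound in 20mM Tris-HCl pH 8.0, 2mM CaCl2, 2mM beta-mercaptoethanol, 0.05% CHAPS; 25nM Ub-CHOP2 plus 25nM reporter substrate added, fluorescence (Ex485/Em531) read after 60min.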
Eya2 phos inh – Eya2 (human) phosphatase inhibition; recombinant Eya2, OMFP fluorescence dephosphorylation (OMFP is methylfluorescein phosphate); Potency, µM (titrated, usually from 76.9 µM), for the others: at the highest dose activity, negative = inhibition, most hits filed as inhibitors; 0.006% of 330,000 active; AID 488837; further: potency means the concentration at half of the fitted maximal effect; on the % scale 0 is the no-effect control and ±100 the full control effect
Target sequence (O00167 whole entry, looked up): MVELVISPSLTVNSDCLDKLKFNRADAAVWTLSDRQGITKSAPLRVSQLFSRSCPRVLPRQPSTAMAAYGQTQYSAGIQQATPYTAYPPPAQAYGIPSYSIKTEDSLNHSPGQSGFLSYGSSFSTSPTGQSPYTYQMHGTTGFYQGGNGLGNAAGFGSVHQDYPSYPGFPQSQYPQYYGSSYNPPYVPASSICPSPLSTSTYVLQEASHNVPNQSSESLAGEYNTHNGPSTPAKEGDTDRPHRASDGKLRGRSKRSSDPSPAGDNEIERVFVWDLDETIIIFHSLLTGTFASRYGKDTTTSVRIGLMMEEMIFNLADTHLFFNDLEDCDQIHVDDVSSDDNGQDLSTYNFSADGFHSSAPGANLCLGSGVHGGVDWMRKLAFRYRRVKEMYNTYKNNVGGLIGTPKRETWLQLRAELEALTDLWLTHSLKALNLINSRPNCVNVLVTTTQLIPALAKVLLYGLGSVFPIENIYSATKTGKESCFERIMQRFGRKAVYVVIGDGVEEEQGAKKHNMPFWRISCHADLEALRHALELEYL
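Eya2 (0.2 uM) preincubated 10 min at ambient with compound, then OMFP substrate added at 50 uM; 10 min reaction in 50 mM HEPES pH 7.5, 50 mM NaCl, 5 uM MgCl2, 0.05% BSA, 1 mM DTT. Fluorescence read at Ex 485/Em 525 nm.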
hERG WT inh – KCNH2 (human, wildtype) channel inhibition | Q12809 | U2OS, BacMam KCNH2, thallium flux FluxOr; hits give low values | activity change, % at 1.84 µM | 0.37% of 340,000 active | AID 720551;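 active means maximum activity change below -70%; inconclusive means maximum activity change between -70% and -50%; inactive means maximum activity change above -50%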; further: on the % scale 0 is the no-effect control and ±100 the full control effect
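U2OS cells transduced with wild-type KCNH2 virus are loaded with FluxOr dye for 45 min, and thallium flux is measured in kinetic reads before and after stimulation buffer. Rate constants are normalized to DMSO controls.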
Chronic BCR inh – blocks chronic active B-cell receptor signaling | ABC-DLBCL IkBa-CBG/CBR reporter, luminescence ratio, 4 h | Potency, µM (titrated, usually from 46.1 µM), inactives show at the top dose ratio change, negative = lower green/red ratio, usual class: inhibitors | AID 493014 | 0.05% of 340,000 active; active means well fitted inhibition curve with a large enough effect in the signal ratio, with a control signal flat, not every such curve was filed as active; inconclusive means small, poorly fitted or top-dose-only effect, or effect the other way, or a change in a side signal; the % refers to the signal ratio;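 further: potency means the concentration at half of the fitted maximal effect; plate controls were basal doxycycline-induced cells for no effect and cells given 10 µM MG132 for full effect; MG132 reads +100%, hits lower the ratio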
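Doxycycline induced both beetle luciferases in TMD8 lymphoma cells; IKK-driven degradation limits the IkappaBalpha-fused green signal, while red luminescence normalises for cell number and nonspecific effects. Compounds tested up to 46 uM, 4 hrs.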
ASM inhibitor – blocks human secretory acid sphingomyelinase. P17405. placental ASM, HMU-PC fluorogenic substrate, 60 min. 0.006% of 340,000 active. Potency, µM (top dose mostly 57.5 µM), for inactives: at the highest dose activity change, negative = inhibition, hits mostly inhibitors; further: potency means the concentration at half of the fitted maximal effect
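Human placenta-derived ASM enzyme was preincubated with compound for 10 minutes at room temperature, then given fluorogenic substrate HMU-PC0 (9 uM final) for 60 minutes at 37 °C; a pH 10 stop preceded fluorescence reading at Ex 386/Em 447 nm.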
An asterisk follows results filed as active; ? = inconclusive; · = not tested or not shown; [ ] = dose if it differs, or a comment. Unless noted, the call rests on the fitted dose curve; in most records, active means well fitted curve in the direction sought with a large enough effect; inconclusive means small, poorly fitted or top-dose-only effect, or another doubt; inactive means no such curve, though single readings can be large; an effect the other way counts as inactive or inconclusive.

SMILES	GALK inhibitor	Mito fusion yeast	MBNL1 CUG block	Menin MLL FP TR	PKM2 activator	TSHR antagonist	USP2a inh	Eya2 phos inh	hERG WT inh	Chronic BCR inh	ASM inhibitor
COc1cc(C(=O)OCc2nc3ccsc3c(=O)[nH]2)c([N+](=O)[O-])cc1OC	·	-1.5%	·	·	·	·	-0.6%	-2.6%	5.7	-0.7%	-0.7%
COc1ccc2oc(C(=O)c3ccccc3)c(N)c2c1	-2.0%	3.9%	15.0%	29.0%	-0.5%	-8.3	-0.8%	4.8%	5.2	-16.4%	4.7%
CCOC(=O)NC(=O)/C(C=Nc1ccc(Cl)cc1)=C(\C)O	12.4%	-1.2%	·	-3.4%	1.0%	2.1	-0.4%	13.5%	-2.6	?	-0.1%
CC(=O)Nc1nnc(SCC(=O)Nc2nc(C)cs2)s1	6.7%	2.1%	0.7%	·	-6.2%	-5.9	1.4%	-0.7%	-21.7	-2.6%	1.3%
COc1ccc(NC(=O)c2nc[nH]c2C(=O)NCC(=O)OC(C)(C)C)cc1	-0.9%	5.8%	-5.6%	·	-6.5%	-4.7	5.5%	-22.3%	-5.7	11.0%	-0.6%
CCOC(=O)C1CCCN(C(=O)c2cc3ccc(OC)cc3[nH]2)C1 (configuration not stated)	-2.1%	6.5%	-0.1%	2.7%	·	-8.6	-0.3%	14.1%	5.1	0.2%	4.5%
O=C(Nc1ccccc1)C1=C[C@H](C2CC2)C[C@H](OCCCCO)O1	1.6%	-8.9%	-9.5%	11.7%	4.0%	6.2	3.0%	0.8%	-8.6	?	-5.9%
C#CCOCCOCCOCCNc1nc(N2CCN(C(=O)[C@H](CCC(=O)O)n3cc(C(N)Cc4ccc(O)cc4)nn3)CC2)nc(N2CCN(C(=O)[C@H](Cc3ccc(O)cc3)n3cc(C(N)[C@H](C)CC)nn3)CC2)n1 (some centres not stated)	-2.4%	-12.8%	-12.3%	·	-17.9%	28.2	0.0%	3.0%	·	2.2%	·
N#CC1=C(SCC(=O)Nc2cccc3cccnc23)NC(=O)C(C#N)C12CCCCC2 (configuration not stated)	-2.7%	16.8%	5.7%	?	21.1%	-9.7	-6.3%	11.1%	-4.9	?	-5.7%
Cc1c(CCC(=O)NCC(=O)NCC(=O)O)c(=O)oc2cc3oc4c(c3cc12)CCCC4	1.6%	2.9%	3.8%	-4.5%	·	2.5	-1.9%	7.7%	14.0	-8.4%	·
O=C(Nc1ncn[nH]1)c1ccc(Cl)c(S(=O)(=O)N2CCCCCC2)c1	0.3%	-3.2%	-2.4%	4.4%	-1.7%	0.3	2.8%	9.9%	15.9	14.5%	-1.3%
CCCC(C(=O)NNC(=O)c1ccncc1)c1ccccc1 (configuration not stated)	·	·	·	·	·	-5.9	0.7%	2.0%	-1.9	6.1%	3.1%
CCOc1ccc(NC(=O)CN(c2cccc(C(F)(F)F)c2)S(C)(=O)=O)cc1	-1.2%	-10.9%	-22.5%	6.9%	-1.0%	6.1	-1.9%	-14.8%	-10.0	-15.6%	-3.5%
CCOc1ccc(S(=O)(=O)Nc2ccccc2C(=O)N/N=C/c2c(OC)ccc3ccccc23)cc1	-2.1%	4.0%	-12.7%	?	0.9%	?	-0.4%	-13.5%	8.9	2.4%	0.0%
Cc1cc(NC(=O)CSc2nnc(-c3ccncc3)n2-c2ccc(F)cc2)no1	3.8%	-8.5%	3.4%	-0.2%	1.1%	7.0	0.3%	-11.0%	4.8	-15.8%	5.5%
Cc1ccccc1NC(=O)c1ccc2nc(N3CCOCC3)sc2c1	·	3.9%	-12.7%	6.5%	2.1%	-0.2	2.0%	1.8%	-7.0	-11.3%	1.6%
O=C(Nc1ccc(Cl)cc1F)C1CCN(S(=O)(=O)c2cccnc2)CC1	-3.1%	4.0%	-5.6%	·	2.2%	-5.2	3.1%	-9.6%	-2.5	-28.2%	-3.2%
COCCNC(=O)c1nn2cccnc2c1Cl	0.8%	0.9%	1.2%	-8.4%	0.9%	9.7	0.7%	17.8%	-5.1	-28.0%	0.4%
COCCNC(=O)c1ccc2c(c1)ncn2-c1cccc(C)c1	2.6%	1.0%	-3.1%	-8.4%	·	-11.8	3.7%	-17.9%	·	-3.0%	-1.4%
CCOc1ccc(S(=O)(=O)/N=C(/c2ccccc2)N(C)C)cc1	-0.1%	-6.6%	-15.4%	-4.5%	0.1%	2.0	-0.5%	0.9%	-11.3	-7.7%	3.2%
O=C(/C=C/c1cccc2ccccc12)c1ccncc1	-0.5%	-1.2%	20.7%	-1.4%	18.7%	-15.3	3.1%	-6.6%	0.2	?	-3.7%
CCOc1ccc(NC(=O)CN2CCN(CC(=O)Nc3ccccc3OC)CC2)cc1	2.5%	-12.6%	-3.4%	-18.9%	·	7.6	-2.6%	-1.4%	8.0	?	0.9%
COc1cc(C2c3c(-c4ccccc4O)n[nH]c3C(=O)N2Cc2ccco2)cc(OC)c1OC (configuration not stated)	·	3.3%	-13.6%	·	0.4%	2.3	0.3%	-8.1%	1.5	0.1%	-2.9%
O=C(CCCl)N1CCN(c2nc(-c3ccccc3)cs2)CC1	-1.5%	4.7%	-7.9%	1.8%	1.4%[11.5 µM]	-4.3	0.2%	-2.3%	-2.9	7.4%	-6.7%
CCCn1c(N)c(C(=O)CSc2nnc(-c3cccs3)n2C2CC2)c(=O)[nH]c1=O	·	·	·	·	·	8.3	7.3%	8.8%	-8.2	-4.4%	-2.5%
CC1(C)CC(=O)/C(=N/Nc2ccc(Cl)cc2)CO1	-1.7%	-1.2%	21.0%	·	-0.4%	-12.9	0.5%	4.5%	-0.1	15.2%	-5.6%
CS(=O)(=O)Nc1ccc(C2=NN(C(=O)c3ccccc3)C(c3cccs3)C2)cc1 (configuration not stated)	-1.1%	20.9%	10.4%	?	·	-8.9	1.4%	-3.6%	·	-12.2%	-11.0%
CCOc1ccc(C(=O)NC(C(=O)N2CCC2)C(C)C)cc1 (configuration not stated)	·	-3.3%	·	·	·	7.3	-2.2%	-11.6%	-2.1	-0.2%	·
Cc1ccccc1/C(N)=N/OC(=O)c1cccs1	2.1%	?	·	3.1%	-30.6%	17.9	2.9%	-1.3%	3.1	?	-2.4%
CO/N=C(/CNC(=O)c1ccc(F)cc1)c1ccc(Cl)cc1	·	6.5%	0.6%	8.7%	0.0%	-11.0	2.3%	-7.3%	-1.8	-13.2%	3.3%
COc1ccc(-c2cc3ncc(C(C)=O)c(C)n3n2)cc1	4.9%	1.4%	3.1%	7.5%	-2.7%	-3.3	0.8%	-5.2%	9.8	?	60.9%[activator]
COC(=O)Cc1c(O)ccn(C2CC2)c1=O	-3.7%	-2.3%	-2.1%	-1.1%	11.2%	-1.9	1.7%	6.6%	-4.4	0.1%	-0.5%
O=C(CNC(=O)[C@@H]1Cc2ccccc2CN1)Nc1ccc2c(c1)OCO2	7.6%	5.1%	1.7%	·	·	-7.4	-3.0%	1.3%	4.4	-7.9%	5.0%
Cc1nc([N+](=O)[O-])cn1CC(=O)NCCCO	1.2%	-1.8%	15.0%	1.3%	-2.2%	5.0	-0.7%	3.5%	5.4	-1.3%	3.9%
Cc1ccc2c(CC(=O)Nc3sccc3C(N)=O)coc2c1	-3.4%	11.3%	2.3%	61.6%[activator]	-0.7%	-11.4	-1.5%	6.9%	12.2	?	-7.5%
CCCNC(=O)c1ccc(CNc2c(N3CCC(C(=O)OCC)CC3)c(=O)c2=O)cc1	-2.4%	1.8%	8.7%	0.2%	8.5%	19.3	-1.6%	-12.3%	-1.7	3.7%	0.9%
O=S(=O)(c1ccccc1)N1CCC(n2nnc3cc(F)ccc32)CC1	-2.5%	11.4%	5.1%	?	23.4%	-6.6	-2.1%	5.9%	-4.6	-9.0%	-1.3%
CC(=O)Nc1ccc(CN2CCN(c3cccc(C(F)(F)F)c3)CC2)cc1	2.5%	-2.6%	-18.4%	-7.5%	-1.7%	2.7	1.0%	16.0%	34.8	-7.9%	-1.0%
Oc1ccccc1/C=N/N1CCN(c2ccccn2)CC1	-5.8%	-4.9%	3.6%	·	-1.4%	-6.9	0.9%	-9.5%	0.9	10.4%	3.9%
COc1ccccc1-c1cc(-c2ccc(C)cc2)nc(SCc2nnc(-c3ccccc3)o2)c1C#N	1.2%	-0.2%	-4.3%	-13.0%	3.5%	9.3	0.9%	11.8%	-4.9	?	4.8%
CSc1nn2c(C)c(C)c(C)nc2c1C#N	1.7%	-9.5%	-1.9%	-3.0%	-1.3%	7.4	7.0%	0.5%	5.5	-0.7%	0.4%

An excerpt; the hit share may differ from the screen's.
